Source: PubChem BioAssay (National Center for Advancing Translational Sciences (NCATS))
HCV inh – qHTS Assay for Inhibitors of Hepatitis C Virus (HCV); AID 651820, 2012; Potency, µM (highest dose often 41.8 µM), for inactives: top-dose activity change, negative = inhibition, usual class: inhibitors; Huh7.5.1 HCVcc-Cre infection, luciferase reporter, 44 h; 340,000 compounds, 3.4% hits; note: potency is the fitted concentration of half-maximal effect
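Antiviral activity was scored by luciferase reporter output from cells infected with HCVcc-Cre (~0.5 moi) in presence of compound, 44 h infection period, cells seeded 1,000/well 4 h prior.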
LmPK inh – qHTS Assay for Inhibitors of Leishmania Mexicana Pyruvate Kinase (LmPK); purified LmPK, Kinase-Glo ATP luminescence, 1 h; 290,000 compounds, 0.37% hits; Potency, µM (titrated, usually from 57.5 µM), for the others: at the highest dose activity change, negative = inhibition, actives largely listed as inhibitors; note: potency is the fitted concentration of half-maximal effect
Target sequence (Q27686 whole entry, looked up): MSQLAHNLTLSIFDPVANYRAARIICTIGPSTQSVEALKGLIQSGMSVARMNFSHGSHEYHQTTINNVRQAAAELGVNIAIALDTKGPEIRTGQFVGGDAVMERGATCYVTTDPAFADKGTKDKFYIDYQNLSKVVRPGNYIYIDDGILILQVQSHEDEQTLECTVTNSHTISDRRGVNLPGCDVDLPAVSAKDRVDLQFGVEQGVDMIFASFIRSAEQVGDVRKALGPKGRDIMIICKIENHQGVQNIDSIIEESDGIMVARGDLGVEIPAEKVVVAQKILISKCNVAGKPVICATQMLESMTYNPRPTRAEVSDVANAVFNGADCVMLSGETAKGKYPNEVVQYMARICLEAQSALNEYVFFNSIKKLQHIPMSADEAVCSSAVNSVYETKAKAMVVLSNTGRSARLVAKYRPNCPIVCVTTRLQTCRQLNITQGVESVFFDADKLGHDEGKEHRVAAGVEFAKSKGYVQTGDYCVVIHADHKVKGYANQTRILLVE
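qHTS format; LmPK 0.1 nM; substrates PEP 0.5 mM and ADP 0.1 mM. One-hour room-temperature incubation, then coupled luciferase luminescence; 0.5 nM enzyme wells mark activation.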
AMA1 RON2 block – qHTS for Inhibitors of AMA1-RON; Towards Development of Antimalarial Drug Lead: Primary Screen | Plasmodium falciparum AMA1 (3D7) - RON2 peptide interaction | AlphaScreen AMA1-biotinylated RON2 peptide binding | Potency, µM (doses to about 58.2 µM), for inactives: at the top dose activity change, negative = inhibition, actives largely listed as inhibitors | 360,000 compounds, 0.2% hits | AID 720542, 2013;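 note: potency is the fitted concentration of half-maximal effect; 0% = vehicle wells and -100% = peptide control; nearly all actives have a fitted effect of over 45% in size; some results filed as inactive show a strong effect at the top dose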
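AMA1 (3D7) with his tag at 25 nM final met compounds first, then biotinylated RON2 peptide at 25 nM; detection used donor plus acceptor beads, 10 µg/mL apiece, read by AlphaScreen after 30 min at room temperature.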
TbPYK inhibitor – qHTS of Trypanosoma Brucei Inhibitors; AID 624173, 2012; Potency, µM (titrated, usually from 76.8 µM), inactives show top-dose activity, negative = inhibition, most hits filed as inhibitors; 410,000 compounds, 0.12% hits; pyruvate kinase (Trypanosoma brucei), Q57TT1; TbPYK enzyme, Kinase-Glo Plus ATP luminescence, 45 min; note: potency is the fitted concentration of half-maximal effect; nearly all actives have a fitted effect of over 50% in size
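Glycolytic pyruvate kinase of T. brucei was incubated with substrate, test compound and 130 uM ADP for 45 minutes at room temperature. Luminescent Kinase-Glo Plus signal was measured after 10 minutes.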
AmpC inh no detg – qHTS Inhibitors of AmpC Beta-Lactamase (assay without detergent); AmpC nitrocefin hydrolysis, absorbance 480 nm, 0.0001% Triton; 330,000 compounds, 0.52% hits; P00811; Potency, µM (top dose mostly 57.1 µM), for inactives: top-dose activity change, negative = inhibition, usual class: inhibitors;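 note: potency is the fitted concentration of half-maximal effect; plate controls were no compound for no effect and no enzyme for full effect; nearly all actives have a fitted effect of over 20% in size; some results filed as inactive show a strong effect at the top dose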
Target sequence (P00811 whole entry, looked up): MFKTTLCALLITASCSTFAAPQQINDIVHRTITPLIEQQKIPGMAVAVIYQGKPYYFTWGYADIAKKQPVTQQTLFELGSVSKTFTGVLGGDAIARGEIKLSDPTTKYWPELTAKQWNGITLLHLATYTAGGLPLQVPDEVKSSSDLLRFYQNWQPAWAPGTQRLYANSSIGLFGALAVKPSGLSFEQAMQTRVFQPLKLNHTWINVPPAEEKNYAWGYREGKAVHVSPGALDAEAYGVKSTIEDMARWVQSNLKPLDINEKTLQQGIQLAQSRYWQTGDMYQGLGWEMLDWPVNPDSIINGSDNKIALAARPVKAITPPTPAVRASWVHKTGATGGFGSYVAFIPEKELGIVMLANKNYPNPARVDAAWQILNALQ
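20 mM phosphate pH 7.0 + 0.01% (detergent screen) or 0.0001% Triton X-100; 5.3 nM AmpC reagent; cpd preinc 15 min RT; nitrocefin (800 uM stock) to start; A480 q20 s × 4 min; Activity was normalised to no-enzyme and no-compound control wells.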
HCMV antiviral – qHTS Assay for inhibitors of the human cytomegalovirus (HCMV). activity change, negative = inhibition, % at 57.5 µM. AID 1259415, 2018. 410,000 compounds, 4.5% hits. HFF cells, HCMV-luciferase reporter, 72 h; stronger effect = lower value; in the data active = activity change below about -60%; inconclusive = no clear call, values can overlap the other calls; inactive = above about -39%
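HFF cells seeded 16 h at 37C, treated with compounds, infected with luciferase-reporter HCMV at MOI 1 PFU/cell; luciferase read at 72 h post infection, normalized to buffer-only and Salinomycin controls.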
AmpC inh detg – qHTS Inhibitors of AmpC Beta-Lactamase (assay with detergent); AmpC hydrolysis of nitrocefin, absorbance 480 nm, 0.01% Triton; 370,000 compounds, 0.041% hits; Potency, µM (top dose mostly 114 µM), without a hit: top-dose activity change, negative = inhibition, hits mostly inhibitors; P00811;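 note: potency is the fitted concentration of half-maximal effect; 0% = no-compound wells and -100% = no-enzyme wells; nearly all actives have a fitted effect of over 25% in size; some results filed as inactive show a strong effect at the top dose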
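AmpC (5.3 nM in the dispensed reagent) in 20 mM phosphate pH 7.0 with 0.01% (detergent screen) or 0.0001% Triton X-100 was preincubated with compounds for 15 min at room temperature. Nitrocefin was then added from an 800 uM solution, and hydrolysis was followed at 480 nm.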
Active calls of the source: *; ? = inconclusive; nt = not tested or not shown; & = joins results of further samples; [ ] = dose if it differs, or a comment. Unless noted, calls come from the whole dose curve; as a rule, active = well fitted curve in the direction sought with a large enough effect; inconclusive = small, poorly fitted or top-dose-only effect, or another doubt; inactive = no such curve, though single readings can be large; an effect the other way counts as inactive or inconclusive. Unless noted, % is set by controls: 0 for no effect and ±100 for the full control effect.

SMILES	HCV inh	LmPK inh	AMA1 RON2 block	TbPYK inhibitor	AmpC inh no detg	HCMV antiviral	AmpC inh detg
O=C(Oc1ccccc1)N1CCN(C(=O)c2ccco2)CC1	8%	1%	0%	-6%	-10%	-27	0%
COc1cc(C(=O)OCC(=O)N2CCC(Cc3ccccc3)CC2)cc(OC)c1OC	?	nt	-3%	-1%	137%[activator]	nt	-3%
CCCN1Cc2cccc(C(=O)Nc3cccc(C(=O)OCC)c3)c2C1=O	nt	nt	nt	-3%	nt	5	3%
CO/N=C/CC(=O)c1cnc(-c2ccc(Cl)cc2)s1	13%	-1%	-15%	-3%	-22%	42	5%
O=c1[nH]c2ccc(S(=O)(=O)N3CCCCC3)cc2[nH]c1=O	14%	6%	-1%	3%	-9%	-9	-6%
O=C(O)COc1ccc(S(=O)(=O)NCCc2ccccc2)cc1	24%	0%	-6%	-4%	-7%	14	?
CCC1CO/C(=C(\C(Cl)=C(Cl)Cl)[N+](=O)[O-])N1Cc1ccc(Cl)nc1 (stereo not drawn)	15%	0%	-10%	-5%	-19%	-16	-14%
CCN(CC)C(=O)C1=C(C)N(CCCN2CCCC2=O)C(=O)C(CC(=O)NCc2ccco2)C1 (stereo not drawn)	nt	nt	-8%	1%	nt	-19	nt
NC(=O)c1c(N)[nH]c(C(=O)c2ccccc2)c1-c1ccccc1Br	nt	nt	33%[activator]	2%	nt	4	nt
Fc1ccccc1N1CCN(Cc2c(F)cccc2F)CC1	5%	0%	-18%	-1%	-12%	25	-4%
Cc1ccc(OCC(=O)NNC(=O)c2ccoc2C)c(Br)c1	-5%	-2%	55%[activator]	5%	-24%	-9	-4%
CN(Cc1ccccc1)S(=O)(=O)c1ccc(NC(=S)NC(=O)C2CCCCC2)cc1	10µM*	-5%	27%	4%	-21%	-6	8%
Cc1ccc(NC(=S)NC(=O)c2sc3ccccc3c2Cl)c(C(=O)O)c1	nt	-2%	nt	nt	-39%	nt	0%
Cc1c(NC(=O)c2cc(-c3ccc(Br)cc3)on2)c(=O)n(-c2ccccc2)n1C	-29%	0%	8%	1%&0%	-4%	-33&-34	21%
O=C(O)C1=C[C@H](c2ccc3c(c2)OCO3)C[C@H](OCc2ccc(CO)cc2)O1	?	nt	25%	-32%	nt	182	nt
CCC(=O)N1CCN(c2ccccc2NC(=O)Cc2ccccc2)CC1	?	2%	38%[activator]	-2%	11%	-19	-10%
COc1ccc(N2CC(NS(=O)(=O)c3ccc4ccccc4c3)CC2=O)cc1OC (stereo not drawn)	5%[8.37 µM]	nt	8%	-1%	17%	-22	?
C/C(=N/NC(=O)Nc1ccccc1)c1ccc(C)cc1	10%	5%	-16%	-5%	-29%	-22	-1%
CC(=O)c1c(C)[nH]c(C2=NNC(=NCc3ccccc3)SC2)c1C	-29%	-6%	0%	-19%	-36%	27	-8%
CCCCOc1ccc(S(=O)(=O)NCc2csc(-c3ccc(OC)cc3)n2)cc1	nt	nt	nt	-2%	nt	96	-7%
CCN(CC(=O)Nc1ccc(NC(C)=O)cc1)C(=O)c1n[nH]c(=O)c2ccccc12	-7%	1%	-6%	2%	-19%	6	5%
CC(=O)Nc1ccc(NC(=O)C(C)N2CCN(S(=O)(=O)c3ccc(C)cc3)CC2)cc1 (stereo not drawn)	13%	-2%	-17%	0%	13%	-3	-5%
CC(=O)N1CCc2c(sc3c2c(=O)n(-c2ccccc2)c(=O)n3Cc2ccccc2Cl)C1	?	3%	-6%	-4%	21%	46	-3%
O=C1C=C(OCc2ccccc2)CN1	7%	2%	-1%	-23%	-17%	10	0%
O=C(CCC(=O)N1CCOc2ccc(Cl)cc21)NCc1ccccc1	-15%	-3%	-4%	0%	7%	-35	?
CCOc1ncccc1C(=O)Nc1cc2c(cc1Br)OCCO2	?	nt	12%	0%	-10%	-2	nt
N#C/C(=C\c1ccc(O)c([N+](=O)[O-])c1)C(=O)NCc1ccccc1	-8%	2%	-1%	4%	-21%	-2	3%
CSc1ccc(CSCC(=O)N2CCN(S(=O)(=O)c3ccc(C)cc3C)CC2)cc1	8.9µM*	nt	-7%	5%	25%	-20	?
CC(Nc1cc(=O)n(C)c(=O)n1C)c1ccccc1 (stereo not drawn)	-6%	1%	9%	2%	-16%	32	-1%
CC(=O)Nc1ccccc1OCC(=O)NC1CCCCC1C (stereo not drawn)	1%	nt	-4%	4%	-12%	-12	5%

The closing 2 entries of the section above come first, to join the parts.
SMILES	HCV inh	LmPK inh	AMA1 RON2 block	TbPYK inhibitor	AmpC inh no detg	HCMV antiviral	AmpC inh detg
CC(Nc1cc(=O)n(C)c(=O)n1C)c1ccccc1 (stereo not drawn)	-6%	1%	9%	2%	-16%	32	-1%
CC(=O)Nc1ccccc1OCC(=O)NC1CCCCC1C (stereo not drawn)	1%	nt	-4%	4%	-12%	-12	5%
S=c1[nH]nc(Nc2ccccc2Cl)s1	-9%	0%	101%[activator]	?	-47%	-31	9%
N#Cc1ccccc1S(=O)(=O)N1CCN(C(=O)CN2C(=O)NC3(CCCC3)C2=O)CC1	3%	nt	-9%	-3%	-20%	-19	-11%
O=C(c1cccc([N+](=O)[O-])c1)N1CCN(c2ccc(N3CCOCC3)nn2)CC1	-9%	nt	9%	-4%	3%	-15	?
Cc1cc(C(=O)Nc2sccc2C#N)c2ccccc2n1	-7%	2%	12%	-12%	-14%	4	-10%
O=C(CCSCc1ccccc1Cl)N1CCN(c2ccccn2)CC1	4%	3%	-7%	2%	31%	104	-13%
CC(=O)NC12CC3CC(C1)CC(C(=O)N(C)Cc1cccc(Cl)c1Cl)(C3)C2	-3%	-4%	-14%	1%	-26%	16	1%
Cc1cccc(NC(=O)C2CCC(CNS(=O)(=O)c3ccc4c(c3)CCCC(=O)N4)CC2)c1C (stereo not drawn)	nt	nt	nt	0%	nt	-32	0%
Cc1ccc(C2=NNC(c3cccc(F)c3)S2)cc1 (stereo not drawn)	-12%	-22%	20%	-10%	-30%	69	?
CN(CC(=O)Nc1ccc(Cl)c(C(F)(F)F)c1)C(=O)c1ccccc1SCC(=O)N1CCCC1	?	nt	141%[activator]	1%	nt	0	nt
Cc1cccc(-c2nc(CS(=O)CC(=O)NC(C)CCc3ccccc3)c(C)o2)c1 (stereo not drawn)	?	-3%	0%	-1%	155%[activator]	-28	-11%
CCOC(=O)C1=NN(C(=O)c2cccc(Br)c2)C(O)(C(C)(C)C)C1 (stereo not drawn)	nt	1%	nt	nt	-11%	nt	5%
Cc1ccccc1CNC(=O)C1CCN(c2nnc(-n3c(C)ccc3C)s2)CC1	nt	nt	nt	-1%	nt	10	-7%
Cc1ccc(Nc2nnc(SCC(=O)c3ccc(Br)s3)s2)c(C)c1	7%	-3%	7%[11.6 µM]	-22%	-6%	4	-15%
Cc1ccc(S(=O)(=O)N(C)C)cc1NC(=O)c1n[nH]c(=O)c2ccccc12	-1%	4%	-2%	3%	-5%	?	-2%
Cc1nc2c(-c3ccc(Cl)cc3)cnn2c2c1CCC2	-19%	4%	65%[activator]	-12%	-2%	22	?
O=C(COC(=O)CCc1c[nH]c2ccccc12)NC1CCS(=O)(=O)C1 (stereo not drawn)	8%	1%	42%[activator]	-13%	-10%	28	0%
CCN(CC)C(=O)c1cncc(C(=O)N(CC)CC)c1-c1ccccc1	17%	-1%	4%	0%	-4%	8	0%
COc1ccc(CN(C(=O)c2snc(C(N)=O)c2N)C(C(=O)NC2CCCC2)c2ccc(OC)c(OC)c2)cc1 (stereo not drawn)	-14%	-1%	-8%	3%	137%[activator]	?	-6%
COc1ccc(S(=O)(=O)NCCN2CCNC2=O)cc1OC	7%	7%	-8%	1%	2%	15	-1%
N#Cc1cccc(S(=O)(=O)NCC(=O)OCC(=O)NCc2ccccc2)c1	3%	nt	4%	5%	-8%	-9	0%
CC(C)(C)C(=O)Nc1cc(C(F)(F)F)ccc1N1CCOCC1	-22%	2%	-14%	3%	14%	-33	1%
Cc1ccc(Cl)cc1NC(=O)Cn1cccc1	-12%	0%	-8%	-2%	-4%	20	?
CCOC(=O)c1c(-c2ccccc2Cl)csc1NC(=O)c1cc(S(=O)(=O)N2CCOCC2)ccc1C	?	1%	0%	3%	?	?	-10%
CC(=O)Nc1ccc(S(=O)(=O)NN=c2sc3ccccc3n2C)cc1N	nt	nt	13%	4%	nt	-6	nt
CCS(=O)(=O)n1nc(-c2ccc(Cl)cc2)nc1SCc1ccccc1	-6%	0%	6%	-21%	-28%	nt	1%
COc1ccc2c(c1)N(C)/C(=C/c1cccc[n+]1C)S2	3.5µM*	0%	-8%	1%	6%	-99*	-3%
COc1cc(/C=N/NC(=O)c2ccoc2C)ccc1OCCN1CCCCC1	8%	-10%	0%	1%	37%	9	-3%

Reformatted field by field: entries from further up.
CC(=O)Nc1ccc(S(=O)(=O)NN=c2sc3ccccc3n2C)cc1N
  HCV inh = nt; LmPK inh = nt; AMA1 RON2 block = 13%; TbPYK inhibitor = 4%; AmpC inh no detg = nt; HCMV antiviral = -6; AmpC inh detg = nt
CCS(=O)(=O)n1nc(-c2ccc(Cl)cc2)nc1SCc1ccccc1
  HCV inh = -6%; LmPK inh = 0%; AMA1 RON2 block = 6%; TbPYK inhibitor = -21%; AmpC inh no detg = -28%; HCMV antiviral = nt; AmpC inh detg = 1%

Single records, as listed above:
`CCOC(=O)c1c(-c2ccccc2Cl)csc1NC(=O)c1cc(S(=O)(=O)N2CCOCC2)ccc1C` is entered as HCV inh: ?; LmPK inh: 1%; AMA1 RON2 block: 0%; TbPYK inhibitor: 3%; AmpC inh no detg: ?; HCMV antiviral: ?; AmpC inh detg: -10%
`COc1ccc(S(=O)(=O)NCCN2CCNC2=O)cc1OC` is entered as HCV inh: 7%; LmPK inh: 7%; AMA1 RON2 block: -8%; TbPYK inhibitor: 1%; AmpC inh no detg: 2%; HCMV antiviral: 15; AmpC inh detg: -1%
`CCS(=O)(=O)n1nc(-c2ccc(Cl)cc2)nc1SCc1ccccc1` is entered as HCV inh: -6%; LmPK inh: 0%; AMA1 RON2 block: 6%; TbPYK inhibitor: -21%; AmpC inh no detg: -28%; HCMV antiviral: nt; AmpC inh detg: 1%
